Cy5 interf NS3h: enhances or quenches Cy5 fluorescence in NS3h assay. Cy5-dT15 DNA with NS3h, fluorescence interference; actives lie on both sides; signal over control mean, under 1 quenches. fluorescence interference ratio at 100 µM. actives 6% (n = 16,000). AID 720488;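 active means compound fluorescence over control fluorescence at most 0.8, a quencher, or at least a set upper limit, an enhancer; inactive means ratio between 0.8 and the set upper limit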
HCV NS3h FP: hepatitis C NS3 helicase inhibition, primary screen | NS3h Cy5-dT15 DNA binding, fluorescence polarization | inhibition, % at 100 µM | actives 1.6% (n = 16,000);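 active means inhibition above the average over every tested compound plus 3 SD, cut at about 40% in these data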
Starred values were filed as active, the others as inactive; & = joins results of further samples.

The first three entries, ahead of the listing:
SMILES	Cy5 interf NS3h	HCV NS3h FP
CCOc1ccc(N(CC(=O)Nc2cccc(Cl)c2)S(=O)(=O)c2ccc(SC)cc2)cc1	1.1	9
O=C1c2ccccc2C(=O)N1CN1CCN(Cc2ccccc2)CC1	1	-7
Cc1cc(C)c(OCC(=O)Nc2ccc(F)cc2)c(C)c1	0.85	15

The list itself, from the start:
SMILES	Cy5 interf NS3h	HCV NS3h FP
CCOc1ccc(N(CC(=O)Nc2cccc(Cl)c2)S(=O)(=O)c2ccc(SC)cc2)cc1	1.1	9
O=C1c2ccccc2C(=O)N1CN1CCN(Cc2ccccc2)CC1	1	-7
Cc1cc(C)c(OCC(=O)Nc2ccc(F)cc2)c(C)c1	0.85	15
O=c1[nH]c(N2CCCCCC2)nc2ncn(Cc3ccccc3)c12	1.2	3
COc1cccc(NC(=O)CN(c2ccc(C)c(Cl)c2)S(C)(=O)=O)c1	0.96	18
c1ccc(CCSc2ncnc3nc[nH]c23)cc1	0.92	1
CCOC(=O)c1sc(NC(=O)c2cc3n(n2)C(C(F)(F)F)CC(c2ccccc2)N3)c(C(=O)OCC)c1C (centres undefined)	0.99	3
O=C(Oc1ccc(-c2nc3ccccc3[nH]2)cc1)c1ccc(Cl)cc1	0.88	15
COc1cc(/C=c2\sc3nc4ccccc4n3c2=O)cc(I)c1OCCOc1cccc(C)c1	0.95	-4
NC(=NS(=O)(=O)c1ccc(Cl)cc1)c1ccc(F)cc1	0.89	6
Cc1ccc(-c2cc(NC(=O)c3ccc(F)cc3)n[nH]2)cc1	1	13
O=c1oc(-c2cccs2)nc2sc3c(c12)CCCCC3	0.97	-3
O=C(NNC(=O)C(c1ccccc1)c1ccccc1)C(c1ccccc1)c1ccccc1	0.97	-6
Cc1ccc(OCC(=O)N2CCc3ccccc3C2)cc1	1	0
COCCCN1C(=O)c2ccc3c4c(ccc(c24)C1=O)CC3	0.95	2

Pulled by compound from the entries so far:
SMILES	Cy5 interf NS3h	HCV NS3h FP
Cc1ccc(OCC(=O)N2CCc3ccccc3C2)cc1	1	0
O=C(Oc1ccc(-c2nc3ccccc3[nH]2)cc1)c1ccc(Cl)cc1	0.88	15

Additional structures follow.
SMILES	Cy5 interf NS3h	HCV NS3h FP
Cn1cnnc1SCC(=O)N1CCCc2ccccc21	1.1	0
O=S(=O)(N=C(c1ccc(F)cc1)N1CCOCC1)c1ccccc1	1	5
Cc1ccc(OCC(=O)NC(C)C)cc1	1.1	-1
O=S(=O)(c1ccc(Br)cc1)N1CCN(c2ccccc2)CC1	1.1	2
COc1ccc(/C=C2/SC(=O)N(CC(=O)Nc3cc(C)on3)C2=O)cc1OC	0.91	3
Cc1cccc(N(CC(=O)NCCSc2ccccn2)S(=O)(=O)c2ccccc2)c1	0.88	7
N/C(=N/OC(=O)c1ccc(Cl)cc1Cl)c1cccnc1	1.1	-27
O=C(COc1ccccc1[N+](=O)[O-])Nc1ccc2oc(-c3ccc(Cl)cc3)nc2c1	0.93	-30
COc1ccccc1/C=C1\C(=O)Nc2ccccc21	0.95	16
O=C1N/C(=N/N=C\c2ccccc2O)SC1Cc1cccc(C(F)(F)F)c1 (centres undefined)	1.1	6
COCCN(CCOC)Cc1c(O)ccc2c3c(c(=O)oc12)CCC3	1.1	6
O=C(O)CCC(=O)Nc1ccc(NC(=O)CCC(=O)O)cc1	1	8
COc1c(Cl)cc(C(=O)Nc2cc(Cl)cc(Cl)c2)cc1Cl	1.2	4
Cc1nc2ccccc2n1CCOc1ccc(Cl)cc1	0.97	0
O=c1[nH]c2ccc(Br)cc2c(-c2ccc(Cl)cc2)c1N1CCOCC1	0.96	10
Cc1cccc(OCCOc2ccc(/C=C3/SC(=S)N(C)C3=O)cc2)c1	1.1	-1
COC(=O)c1c(NC(=O)COc2ccc(C)cc2Br)sc2c1C(C(=O)OC)CC2 (centres undefined)	1	3
CC(=O)C1=C(C)NC2=C(C(=O)CC(C)(C)C2)C1c1cccc([N+](=O)[O-])c1 (centres undefined)	0.94	-6
Cc1cc(C(=O)Nc2ccc(N(C)C)cc2)ccc1[N+](=O)[O-]	0.24*	20
N#Cc1ccccc1OCC(=O)N/N=C\c1ccccc1	0.93	1
COc1ccc(N(CC(=O)NCCSc2nc3ccccc3s2)S(=O)(=O)c2ccccc2)c(OC)c1	1.1	8
CN(C)c1ccc(P(=O)(c2ccc(N(C)C)cc2)c2ccc(N(C)C)cc2)cc1	0.88	-1
O=C(Nc1ccc(Cl)c(Cl)c1)Nc1nnc(-c2ccc([N+](=O)[O-])cc2)s1	1.1	3
COc1ccc(Br)cc1C(=O)Nc1ccc2oc(-c3ccccc3F)nc2c1	1.2*	-87
COc1ccccc1OCC(=O)Nc1ccc2c(c1)OCO2	1.1	8
CCOC(=O)C1=C(N)Oc2ccc3ccccc3c2C1c1ccc(O)cc1 (centres undefined)	0.94	7
Cc1ccc([N+](=O)[O-])cc1NC(=O)COc1ccc(C(C)(C)C)cc1	0.97	8
COCCNC(=O)c1ccc([N+](=O)[O-])cc1	0.72*	4
C=CCOc1ccc(CN2CCOCC2)cc1	1.1	-5
COC(=O)c1ccccc1NC(=O)Cn1cnc([N+](=O)[O-])n1	0.69*	7
O=c1[nH]n(Cc2ccccc2)c2ccccc12	1.1	-5
C=CCNC(=O)CN(c1cc(OC)ccc1OC)S(C)(=O)=O	1.1	-4
O=C(Nc1ccccc1)Nc1nnc(COc2ccc(Br)cc2)s1	0.98	21
Nc1ccc2c(c1)C(=O)c1ccccc1C2=O	0.94	7
O=c1c2ccccc2c2c1nc1c(=O)c3ccccc3c(=O)n12	0.95	5
O=[N+]([O-])c1ccc(Cl)c(S(=O)(=O)Nc2cc(Cl)ccc2Cl)c1	1	6
COC(=O)c1c(C)oc2ccc(OCc3ccc(Cl)cc3)cc12	0.99	13
c1cncc(-c2noc(C3CCCCC3)n2)c1	0.96	-3
Cc1nc(NC(=O)c2ccccc2)sc1-c1csc(Nc2ccc(N)cc2)n1	0.88	0
CC(NC(=O)c1ccccc1Cl)c1ccccc1 (centres undefined)	1.1	-2
CC(C)C(=O)Nc1ccc(Cl)cc1C(=O)O	1	0
CCN(CC)C(=S)Sc1nc(Nc2cccc(C)c2)nc(Nc2cccc(C)c2)n1	0.91	6
Cc1cccc(OCC(=O)Nc2ccc(Cl)c(C(F)(F)F)c2)c1	1.1	7
COc1cc(NC(=O)c2cccs2)c(Cl)cc1NC(=O)c1ccccc1	1.1	0
COc1cc(/C=C2/C(=O)ON=C2c2ccc(Cl)cc2)ccc1O	0.94	6
CC(=O)Oc1ccc2c(C(F)(F)F)cc(=O)oc2c1	0.94	1
CCOc1cc(C2NC(=O)N(C)C(C)=C2C(=O)OCCc2ccccc2)ccc1O (centres undefined)	0.95	7
COc1ccccc1CN1CCN(Cc2ccc(OC)c(OC)c2OC)CC1	1.1	-9
COc1ccc(-c2n[nH]c(=S)o2)cc1	1&1.1	-1&2
O=C(Nc1ccc(I)cc1)C1CCCN1C(=O)Oc1ccccc1 (centres undefined)	0.97	5
O=C(Nc1ccc(Cl)c([N+](=O)[O-])c1)c1ccc(-c2ccccc2)cc1	1	10
O=C(c1cccs1)N1CCN(c2ccc([N+](=O)[O-])cc2F)CC1	0.91	-4
COc1ccc(NC(=O)CN(c2ccc(C(C)C)cc2)S(=O)(=O)c2ccccc2)cc1	0.95	9
Cc1cc(=O)n2[nH]c(C)c(-c3ccccc3)c2n1	1	-1
CC(=O)c1ccc(-c2ccc(C(C)=O)cc2)cc1	0.92	5
O=C1C/C(=C/NCc2ccccc2)C(=O)N1	0.99	-1
Cc1ccc(N=Cc2c(C)[nH]c3ccccc23)cc1I	1.1	-2
O=C1NC(=O)N(c2ccccc2)C(=O)/C1=C\c1cccc(OCc2ccccc2F)c1	1	14
COC(=O)c1cccc(N2C(=O)c3ccc(Oc4ccc([N+](=O)[O-])cc4)cc3C2=O)c1	0.96	7
O=C(Nc1cccc(I)c1)c1ccc(-c2ccccc2)cc1	1.1	4

The results go on.
SMILES	Cy5 interf NS3h	HCV NS3h FP
CCOc1ccc2c(c1)nc(C)n2CC	1.1	10
CCCc1c(C)c2c(OCC(=O)O)cc(OCC(=O)O)cc2oc1=O	0.76*	13
O=C(O)CC12CC3CC(CC(S)(C3)C1)C2	0.91	4
COc1ccc(C(=O)CC(c2cccs2)S(=O)(=O)c2ccccc2)cc1 (centres undefined)	0.99	18
N#Cc1cn(-c2ccccc2)nc1-c1ccc(Br)cc1	1.1	12
O=C(NC(Cc1ccc(OC(=O)OCc2ccccc2)cc1)C(=O)O)OCc1ccccc1 (centres undefined)	0.92	0
COc1cc(/C=N\N2CCN(c3ccccc3OC)CC2)ccc1OC(C)=O	0.98	12
COC(=O)c1cc(NC(=O)COc2cc(C)c(Cl)c(C)c2)cc(C(=O)OC)c1	1.1	2
CCOc1ccc2nc(NC(=O)c3cccc(Cl)c3)sc2c1	1	18
Cc1nc(Nc2nc(O)cc(=O)[nH]2)nc2c(C)cccc12	0.64*	-4
COc1ccc(OC)c(-c2nc(-c3ccccc3)c(-c3cccs3)[nH]2)c1	0.92	10
COc1ccc(NC(=O)CN(c2ccc(C)c(Cl)c2)S(C)(=O)=O)cc1	0.95	18
Cc1ccc(C)c(COc2ccc3c4c(c(=O)oc3c2C)CCC4)c1	1.1	-1
CN1C(=O)/C(=C2\SC(=S)N(CC(=O)O)C2=O)c2ccccc21	1	36
COc1cc(SC)ccc1C(=O)N1CCc2ccccc21	1	7
O=C(Nc1ccccc1)Nc1nnc(Cc2ccc(Cl)c(Cl)c2)s1	1.1	2
CC(C)c1ccc(CNc2cc(N3CCN(C(=O)c4ccccc4F)CC3)ccc2[N+](=O)[O-])cc1	1.1	11
O=C1c2ccccc2C(=O)N1c1ccc2nc(SCc3ccc(F)cc3)sc2c1	0.96	3
COc1ccc(NC(=O)CN(c2ccc(C(C)C)cc2)S(=O)(=O)c2ccccc2)cc1OC	1	11
COC(=O)c1cc(Br)cc(NC(C)=O)c1	1	0
Oc1oc(-c2ccccc2)nc1C=Nc1ccc(Cl)c(Cl)c1	1.1	3
CC1=C(C(=O)Nc2ccccc2)C(c2ccncc2)C(C#N)=C(SCC(N)=O)N1 (centres undefined)	1	22
COc1ccc(/C=C(\C#N)C(=O)Nc2ccc(F)cc2)cc1C	1	10
CCOC(=O)c1ccc(NC(=O)CN(c2ccc(OCC)cc2)S(=O)(=O)c2ccc(SC)cc2)cc1	1	8
COC(=O)CCC(=O)NNc1ccc([N+](=O)[O-])cc1	1	1
Cc1ccc(-c2nn3c(=O)cc(N4CCN(c5ccc(C(F)(F)F)cc5[N+](=O)[O-])CC4)nc3s2)cc1	0.94	4
CCOc1cc(OCC)cc(C(=O)Nc2ccc(N(CC)CC)cc2)c1	1	10
CC(C)CC(=O)Nc1cc(C(=O)O)cc(C(=O)O)c1	1	6
NC(=O)CN(c1ccc(F)cc1)S(=O)(=O)c1ccccc1	0.99	2
COC(=O)C1=C(C)NC2=C(C(=O)CC(c3ccc(OC)c(OC)c3)C2)C1c1ccc2c(c1)OCO2 (centres undefined)	0.97	10
O=C(Nc1ccc(NC(=S)NC(=O)c2ccco2)cc1)c1ccccc1	0.95	21
CCOC(=O)c1cnc2cc(-c3ccc(Br)cc3)[nH]n2c1=O	1.1	6
COc1ccc(-c2cc(=O)n3[nH]c(-c4cccc(C)c4)cc3n2)cc1	1.1	7
CCCCCCN1C(=O)C(=O)C(=C(O)c2ccccc2)C1c1cccc(F)c1 (centres undefined)	1	-1
O=C1NC(=O)N(c2ccc(Cl)cc2)C(=O)/C1=C\c1cccc(O)c1	0.99	-2
CCCCOC(=O)c1ccc(NC(=O)c2cncc(Br)c2)cc1	1	-1
CC(=Nc1ccccc1C)C1=C(O)CC(C)(C)CC1=O	1.1	-4
Cc1ccc(C(=O)NC(Cc2c[nH]c3ccccc23)C(=O)O)o1 (centres undefined)	1	0
Cc1ccc2oc(-c3cc(NC(=O)c4cc5ccccc5o4)ccc3O)nc2c1	1.1	5
COC(=O)c1ccccc1NC(=O)CSc1nc2c(c(=O)n(C)c(=O)n2C)n1C	1	0
CC(Oc1ccc2ccc(=O)oc2c1)C(=O)c1ccccc1 (centres undefined)	1.1	6
O=C1c2ccccc2NC(c2ccc(O)cc2)N1c1ccccc1 (centres undefined)	1	4
COc1ccccc1NC(=O)c1c(NC(=O)c2cc([N+](=O)[O-])ccc2Cl)sc2c1CCCC2	1.1	1
Cc1cc(C(=O)N/N=C\c2cc(O)ccc2[N+](=O)[O-])n[nH]1	0.93	-3
CNC(=O)c1c(-c2ccccc2)oc2ccc(O)cc12	0.91	18

Single records, as listed above. Order of values: Cy5 interf NS3h, HCV NS3h FP
Cc1ccc2oc(-c3cc(NC(=O)c4cc5ccccc5o4)ccc3O)nc2c1 is listed as 1.1, 5
Cc1ccc(OCC(=O)N2CCc3ccccc3C2)cc1 is listed as 1, 0
Cc1nc(NC(=O)c2ccccc2)sc1-c1csc(Nc2ccc(N)cc2)n1 is listed as 0.88, 0
O=c1[nH]n(Cc2ccccc2)c2ccccc12 is listed as 1.1, -5
Cc1cc(=O)n2[nH]c(C)c(-c3ccccc3)c2n1 is listed as 1, -1

Other records:
SMILES	Cy5 interf NS3h	HCV NS3h FP
COc1ccc(NC(=O)c2cncc(Br)c2)c(OC)c1	1	3
C=CCNC(=S)NC12CC3CC(CC(C3)C1)C2	0.98	5
O=C1CCC(=O)N1CNc1ccc(F)cc1	1.1	1
COc1cc(NC(=O)c2cncc(Br)c2)c(OC)cc1Cl	1	1
COc1cccc(C2NC(=O)NC(C)=C2C(=O)Nc2cccc(Cl)c2)c1OC (centres undefined)	0.95	2
CCCCNC(=O)C(=O)NCCCOC(C)C	1.1	4
O=[N+]([O-])c1ccc(CSc2nnc(-c3cccc(F)c3)n2-c2ccccc2)cc1	0.79*	4

Screening results as filed in PubChem BioAssay.
